TDP1 cell noCPT – qHTS for Inhibitors of human tyrosyl-DNA phosphodiesterase 1 (TDP1): qHTS in cells in absence of CPT; DT40 Tdp1-/- hTDP1 cells, no CPT, ATP luminescence, 48 h; Potency, µM (doses to about 46.2 µM), inactives show at the top dose activity change, negative = growth inhibition, hits mostly inhibitors; hit rate 15% among 420,000; AID 686978, 2013; note: nearly all actives have a fitted effect of over 55% in size
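Compound effects on proliferation are scored in DT40 Tdp1-/-;hTDP1 cells in the absence of CPT. ATP levels (CellTiter-Glo luminescence) are recorded after a ≥48 hr, 37 °C incubation.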
DT40 TDP1 CPT – DT40-hTDP1 cell growth loss with CPT; hit rate 12% among 420,000; chicken DT40 Tdp1-/-;hTDP1 cells + 20 nM CPT, ATP luminescence, 48 h; Potency, µM (titrated, usually from 46.2 µM), for the others: at the highest dose activity change, negative = growth inhibition, actives largely listed as inhibitors; note: nearly all actives have a fitted effect of over 55% in size
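Chicken DT40 Tdp1-/- cells complemented with human TDP1, 400 cells/well, exposed to compounds plus 20 nM camptothecin for at least 48 h at 37 C; viability read as ATP content by CellTiter-Glo luminescence.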
TDP1 block – blocks human tyrosyl-DNA phosphodiesterase 1 | Q9NUW8 | recombinant TDP1, AlphaScreen DNA substrate cleavage | Potency, µM (top dose mostly 130 µM), for inactives: at the highest dose activity change, negative = inhibition, most hits filed as inhibitors | hit rate 0.28% among 350,000 | AID 485290; note: nearly all actives have a fitted effect of over 40% in size
Target sequence (Q9NUW8 whole entry, looked up): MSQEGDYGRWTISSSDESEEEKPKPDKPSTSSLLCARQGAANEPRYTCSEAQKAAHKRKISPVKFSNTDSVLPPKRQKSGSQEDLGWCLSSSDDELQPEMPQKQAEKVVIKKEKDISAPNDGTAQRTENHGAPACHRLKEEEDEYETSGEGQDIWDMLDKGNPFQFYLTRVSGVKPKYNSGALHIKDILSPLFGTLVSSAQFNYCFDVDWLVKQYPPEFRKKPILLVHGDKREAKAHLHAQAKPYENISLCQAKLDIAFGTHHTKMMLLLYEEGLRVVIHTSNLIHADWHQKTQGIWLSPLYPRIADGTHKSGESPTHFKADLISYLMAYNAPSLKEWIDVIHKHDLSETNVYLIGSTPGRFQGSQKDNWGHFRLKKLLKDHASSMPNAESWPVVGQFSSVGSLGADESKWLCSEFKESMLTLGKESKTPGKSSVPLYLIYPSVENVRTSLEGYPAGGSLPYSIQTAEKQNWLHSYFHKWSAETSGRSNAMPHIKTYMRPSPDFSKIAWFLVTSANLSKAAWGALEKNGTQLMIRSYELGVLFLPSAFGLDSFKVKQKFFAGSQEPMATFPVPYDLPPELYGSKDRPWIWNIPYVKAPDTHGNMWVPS
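Enzyme-compound mixtures sat 15 min at room temperature, followed by a 5 min reaction with 15 nM final substrate and 10 min with AlphaScreen beads. Recombinant human Tdp1 was used at 1 nM final.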
* = called active by the depositor; ? = inconclusive; . = no result given; & = joins results of further samples; [ ] = dose if it differs, or a comment. Calls come from the whole dose curve; as a rule, active = well fitted curve in the direction sought with a large enough effect; inconclusive = small, poorly fitted or top-dose-only effect, or another doubt; inactive = no such curve, though single readings can be large; an effect the other way counts as inactive or inconclusive. % is set by controls: 0 for no effect and ±100 for the full control effect; potency is the fitted concentration of half-maximal effect.

SMILES	TDP1 cell noCPT	DT40 TDP1 CPT	TDP1 block
CCCC(C(=O)OCCN(CC)CC)(c1ccccc1)c1ccccc1	?	?	10.7%[56.1 µM]
NC(=O)/C(=C/c1cccnc1)NC(=O)c1ccccc1	-1.1%	-5.3%	.
COc1ccc(CCCc2nnc(SCC(=O)Nc3nc(C)cs3)n2C)cc1C	25.9µM*	?	-2.0%
Cc1cccc(-c2c3c(=O)n(C)c(=O)n(C)c3c3c(C)nc4ccccc4n23)c1	6.51µM*	?	2.1%
CCOC(=O)c1ccc(Nc2ncnc3c2cnn3C)cc1	?	?	1.0%
CC(C)(C)c1ccc(OCC(O)CN2CCN(c3ccccn3)CC2)cc1 (stereo not given)	?	?	3.9%
COc1ccc(C(=O)Nc2cc(NC(=O)c3ccco3)ccc2OC)cc1Cl	-4.2%	-2.6%	-5.3%
NC(=O)NCc1cccc(Cl)c1	-3.7%	-22.2%	1.0%
C=CCc1cc(/C=C2/NC(=O)NC2=O)cc(OCC)c1O	?	4.0%	0.0%
Cc1cccc(C)c1-n1nnnc1C(c1ccnc2ccccc12)N1CCOCC1 (stereo not given)	-25.1%	-5.4%	.
CCOC(=O)N1CCN(Cc2nnc(-c3ccccc3Cl)o2)CC1	22.9%	-24.8%	.
CC(=O)N1CN(C2CCCC2)Cc2c1sc1c2CCCC1	-20.9%	-21.2%	-2.6%
COc1ccc(NC(=O)CCc2c(C)nn(-c3ccc(N4CCOCC4)nn3)c2C)cc1	-6.0%	-11.1%	9.8%
COCC(=O)N(Cc1nc2sc(C)c(C)c2c(=O)[nH]1)C1CCCCC1	1.6%	-30.4%	4.3%
O=C(CSc1nc2sc3c(c2c(=O)n1-c1ccccc1)CCCC3)NCc1ccco1	?	14.6µM*	2.6%
COc1cccc(/C=N/Nc2ncnc3c2ncn3Cc2ccccc2)c1O	4.61µM*	3.66µM*	8.0%
Cc1cc(C)n(-c2nc3ccccc3nc2NCCc2ccccc2)n1	?	-0.4%	.
CCOc1ccc2nc(SCC)[nH]c2c1	0.9%	-16.8%	6.2%
CCCOC(=O)C1C2C=CC(C3CC23)C1C(=O)OCC(=O)c1ccccc1 (stereo not given)	?	?	-9.6%
O=C(Nc1cccc(F)c1)C1CCCCC1	0.6%	-1.5%	.
O=C(NCCO)c1ccc(Cl)c(Cl)c1	-14.0%	-15.0%	4.2%
CC(=NNS(=O)(=O)c1ccc(C)cc1)c1ccncc1	-29.7%	-16.8%	.
O=C(CCn1c(=O)oc2ccccc21)N1CCN(c2ccc(F)cc2)CC1	-21.4%	-15.6%	6.2%
COc1ccc(C)cc1NC(=O)COC(=O)C1CC1	-13.2%	-1.1%	2.0%
Cc1ccccc1NC(=O)Cc1nc(COC(=O)/C=C/c2ccc(F)cc2)cs1	?	-23.8%	.
SMILES	TDP1 cell noCPT	DT40 TDP1 CPT	TDP1 block
N#Cc1nc(N2CCCCC2)nc(N2CCOCC2)n1	16.4µM*	13µM*	4.3%&-0.9%
Cc1ccc(N=C2NC(=O)/C(=C\c3cccs3)S2)cc1C	?	?	5.6%
COC(=O)c1ccc(CN2C(=O)NC3(CCC(C)CC3)C2=O)cc1 (stereo not given)	-16.3%	5.0%	2.7%
Cc1ccccc1N1CCN(C2CCCN(C(=O)CCC3(C)CC3)C2)CC1 (stereo not given)	?	?	3.3%
c1ccc2nc3c(nc2c1)OCC1CCCCN31 (stereo not given)	-24.2%	-12.2%	.
COc1cc(C2/C(=C(\O)c3ccc4c(c3)OCCO4)C(=O)C(=O)N2c2nnc(C)s2)cc(OC)c1OC (stereo not given)	18.0%	1.4%	4.8%
C/C(=N\NC(=O)C(c1ccccc1)c1ccccc1)c1ccccn1	4.61µM*	4.61µM*	7.6%
Cc1ccc(-c2ccc(S(=O)(=O)NCc3ccco3)cc2)cc1	3.5%	20.3%	-4.8%
Cc1cc(Cl)c(Cl)cc1S(=O)(=O)NCCCn1ccnc1	?	-25.1%	2.8%
CN1CCN(C(=S)Nc2cccc(S(=O)(=O)N(C)C)c2)CC1	?	-24.1%	10.5%
CC(=O)O[C@]1(C(C)=O)CC[C@H]2[C@@H]3CCC4=CC(=O)CC[C@]4(C)[C@@]3(F)[C@@H](O)C[C@@]21C	-9.0%	-16.5%	.
COc1ccc(-c2nn3c(-c4cc(-c5ccccc5)n[nH]4)nnc3s2)cc1	2.82µM*	3.55µM*	.
O=C(CN1C(=O)NC(Cc2c[nH]c3ccccc23)C1=O)Nc1ccc(F)c(F)c1F (stereo not given)	?	-24.7%	4.4%
COc1cccc(N=Cc2c(O)n(-c3cccc(C)n3)c(=O)c3ccccc23)c1	-9.9%	?	-1.3%
COc1ccc([C@@H]2[C@@H]3C(=O)N(C(C)(C)C)C(=O)[C@@H]3[C@]3(C)C(=O)N(c4cccc(Cl)c4)C(=O)N23)cc1	-2.0%	7.3%	.
CCSCc1nnc(SCC(=O)c2ccc(OC)cc2)n1C	?	-20.4%	-11.0%
COc1cccc(NC(=O)NC(C)C2CC3CCC2C3)c1 (stereo not given)	-4.6%	11.6%	0.6%
Cc1cc(C)c(NS(=O)(=O)c2cccc3cccnc23)c(C)c1	-11.1%	4.4%	0.0%
O=C(COC(=O)Cc1ccc(S(=O)(=O)N2CCOCC2)s1)Nc1ccc(OC(F)F)cc1	-18.4%	1.8%	-1.2%
Cc1ccc(S(=O)(=O)NCC(=O)Nc2ccc3c(c2)OCCO3)cc1	-13.1%	2.0%	15.1%
COc1ccc(CCNC(=O)c2c(O)nc3c(C)cccn3c2=O)cc1	?	16.4µM*	5.9%
CN(C)S(=O)(=O)c1ccc(N2CCCC2)c(C(=O)Nc2nccs2)c1	-0.7%	2.6%	1.5%
CCN(CC)S(=O)(=O)c1ccc(N2CCN(CCOc3ccc(OC)cc3)CC2)nc1	20.6µM*	18.4µM*	15.6%
COC(=O)c1ccc(NC(=O)CSCC(=O)OCC(=O)c2ccc(Br)cc2)cc1	-24.9%	-1.8%	-3.0%
CCCCN(CC)CCCNC(=O)c1cc2c(=O)[nH]c3ccccc3c2n1C	?	?	0.0%

Structural class: those above containing a tert-butyl group.
SMILES	TDP1 cell noCPT	DT40 TDP1 CPT	TDP1 block
CC(C)(C)c1ccc(OCC(O)CN2CCN(c3ccccn3)CC2)cc1 (stereo not given)	?	?	3.9%
COc1ccc([C@@H]2[C@@H]3C(=O)N(C(C)(C)C)C(=O)[C@@H]3[C@]3(C)C(=O)N(c4cccc(Cl)c4)C(=O)N23)cc1	-2.0%	7.3%	.

Next section.
SMILES	TDP1 cell noCPT	DT40 TDP1 CPT	TDP1 block
c1ccc(-c2nc3ccccc3n2C(c2ccccc2)c2nc3ccccc3[nH]2)cc1 (stereo not given)	?	?	.
O=C(NCCN1C(=O)CSC1=O)C1CC(=O)N(c2ccccc2)C1 (stereo not given)	-11.1%	-5.7%	3.0%
CCc1ccc(NC(=O)C2CCCN(c3nnc(C)c4c(C)n(-c5ccccc5)nc34)C2)cc1 (stereo not given)	9.2µM*	?	8.5%
O=C(O)c1ccc2c(c1)ncn2-c1ccc(F)c(F)c1	10.4%	2.8%	4.5%
CC(=O)c1ccc(Nc2cc(C)nc3c(C)cccc23)cc1	1.3µM*	1.3µM*	5.6%
O=C(Nc1cccc2ncccc12)c1cccc(Br)c1	-16.8%	-5.7%	.
COc1cc(NC(=O)N[C@@H](CCSC)C(=O)O)cc(OC)c1	-7.2%	12.6%	.
O=C(/C=C/c1ccc(F)cc1)NC(=S)NC1CCCCC1	?	-20.0%	4.3%
Cc1ccc(C(=O)CCC(=O)OCC(=O)Nc2ccc3[nH]c(=O)[nH]c3c2)cc1	-0.8%	7.8%	.
Cc1cc(NC(=O)c2c([N+](=O)[O-])c(C)nn2C)no1	-29.5%	-16.7%	-1.1%
CCOC(=O)C1CCN(CC(=O)c2ccc(O)c(C)c2O)CC1	?	?	1.0%
CC(CCN(C)C)OC(=O)c1ccc(C(C)c2ccccc2)o1 (stereo not given)	-20.7%	-22.0%	-1.0%
CCOCc1c(C(=O)NC2=Nc3ccccc3NC(CC)=C2C(=O)OCC)oc2ccccc12	16.4µM*	23.1µM*	6.0%
COc1cccc(CNc2ccc(S(=O)(=O)N3CCN(C)CC3)cn2)c1	2.8%	3.1%	1.3%
COc1ccc(CCNC(=O)c2[nH]c(C)c(C(C)=O)c2C)cc1OC	-16.0%	-6.8%	-2.8%
COc1ccc(CCC(=O)Nc2nnc(C(F)(F)F)s2)cc1	-1.4%	-3.9%	4.1%
Cc1ccc(S(=O)(=O)N(Cc2ccccc2)C(C)C)cc1	18.4µM*	18.4µM*	.
COc1ccc(C(=O)N(C)C2CCCc3ccccc32)cc1OC1CCN(C(C)C)CC1 (stereo not given)	?	20.6µM*	2.3%
CCN(C(=O)Cc1cccs1)c1nnc(-c2cccnc2)s1	-14.6%	3.8%	7.1%
O=C(c1ccc(Cl)c(S(=O)(=O)N2CCOCC2)c1)N1CCN(c2ccccc2F)CC1	?	?	2.6%
CCOC(=O)c1cc(C)n(CC2CCC(C(=O)Nc3ccccc3OC)CC2)c1C (stereo not given)	?	18.4µM*	8.5%
CC(=O)NC1=NN(C(C)=O)C(C)(CCS(=O)(=O)c2ccc(Br)cc2)S1 (stereo not given)	1.3%	-3.9%	2.7%
CC(=O)N1CCN(Cc2nc3cc([N+](=O)[O-])ccc3n2C)CC1	?	6.51µM*	.
O=C(NCc1cccc(F)c1)C1CCC(=O)N(C2CCCC2)C1 (stereo not given)	-2.2%	0.9%	3.2%
COc1ccc(-c2nnc(SCC(=O)Nc3ncc(C(F)(F)F)cc3Cl)n2CC(C)C)cc1	-25.6%	-25.8%	1.8%

Of the compounds above, these contain a CF3 group:
SMILES	TDP1 cell noCPT	DT40 TDP1 CPT	TDP1 block
COc1ccc(CCC(=O)Nc2nnc(C(F)(F)F)s2)cc1	-1.4%	-3.9%	4.1%
COc1ccc(-c2nnc(SCC(=O)Nc3ncc(C(F)(F)F)cc3Cl)n2CC(C)C)cc1	-25.6%	-25.8%	1.8%

New compounds follow.
SMILES	TDP1 cell noCPT	DT40 TDP1 CPT	TDP1 block
COc1ccccc1OCc1nc(C#N)c(N2CC(C)CC(C)C2)o1 (stereo not given)	?	29.1µM*	9.2%
CC1CCc2c(sc3nc4n(c(=O)c23)CCS4)C1 (stereo not given)	-22.7%	-28.3%	-2.3%
CCCSc1ncc(Cl)c(C(=O)NCc2ccc(C)cc2)n1	-27.0%	-28.5%	-1.2%
CCCCOCCCNS(=O)(=O)Cc1ccccc1	-8.0%	-28.0%	-2.0%
COCCN(C(=O)COc1ccc(Cl)cc1)c1nnc(-c2cccnc2)s1	8.4%	8.0%	-2.4%
Cc1cc(OCC(=O)Nc2c(C(C)C)cccc2C(C)C)no1	8.2µM*	13µM*	.
CCOC(=O)c1sc(NC(=O)CSc2nnc(-c3ccc(OC)cc3)n2CCOC)nc1C	-2.4%	-29.2%	4.9%
CC(C)C1(C)C(=O)N=C2c3ccccc3C(=O)N21 (stereo not given)	-5.2%	-13.3%	4.2%
Cc1cc(C(=O)OCC(=O)NCCc2ccccc2)c2ccccc2n1	2.7%	-20.4%	0.1%
O=C(COC(=O)c1cc(Cl)ccc1[N+](=O)[O-])Nc1cccc2ccccc12	-21.8%	-8.0%	4.3%
COc1cccc(CNC(=O)Cn2c(=O)n3nc(-c4cccc(F)c4)nc3c3ccccc32)c1	-13.4%	-5.7%	2.6%
COc1ccc(Cl)cc1NC(=O)C(C)N(C)Cc1cccc(Cl)c1Cl (stereo not given)	?	?	2.7%
CC(C)(C)NC(=O)NC(=O)CN1CCCCCCC1	-18.3%	8.6%	1.2%
CCOc1ccccc1NC(=O)CCS(=O)(=O)c1cccs1	-1.0%	-15.6%	-2.7%
Clc1ccc(-c2cn(-c3ccccc3)c3[n+]2CCS3)cc1	6.51µM*	?	0.0%
COc1ccc(/C=C/C(=O)O)cc1S(=O)(=O)N1CCCCC1	-10.8%	4.0%	-5.1%
CCOc1ccc(NC(=O)CC2Nc3ccccc3NC2=O)cc1 (stereo not given)	6.5%	-4.6%	-1.2%
COc1ccc(-n2c(SCC(=O)NCc3ccco3)nnc2-c2c[nH]c3ccccc23)cc1	?	?	8.7%
CC(C)c1ccc(-n2nnnc2SCC(=O)NC2CC2)cc1	?	?	-0.2%[56.1 µM]
CCN1C[C@@H]2[C@@H]3C(=O)N(C)C(=O)[C@@H]3[C@](Cc3ccccc3)(C1=O)N2C(=O)c1ccccc1	-10.0%	-5.2%	.
CC(=O)Nc1c(Br)cc2c(c1Br)Cc1cc(Br)ccc1-2	13µM*	-27.8%	.
CCc1ccc2[nH]c(=O)c(CN(CC3CCCO3)C(=S)NCc3ccco3)cc2c1 (stereo not given)	?	20.6µM*	6.8%
COc1ccccc1N1CCN(c2ncc3c(n2)CCN(Cc2ccc(C)s2)C3)CC1	?	?	6.2%

Single records, from the list above. Screens in order: TDP1 cell noCPT, DT40 TDP1 CPT, TDP1 block
COc1ccc(-n2c(SCC(=O)NCc3ccco3)nnc2-c2c[nH]c3ccccc23)cc1 reads ?, ?, 8.7%
Clc1ccc(-c2cn(-c3ccccc3)c3[n+]2CCS3)cc1 reads 6.51µM*, ?, 0.0%
